Screening results deposited in PubChem BioAssay by several laboratories.
p-CIP stab down: p/CIP protein destabilization; Q05BA5; AID 1984; decrease of EGFP signal, % at 10 µM; F442A p/CIP-EGFP cells, EGFP fluorescence, 16 h; actives 0.01% (n = 290,000);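 active means EGFP signal decrease of at least 30% at 10 µM or well 3 SD below plate mean, unless failing retest; inactive means the rest, including hits failing retest or dose response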; further: some compounds called inactive have numbers as strong as hits; many of its hits are not listed in these tables
MEKK3 PB1 HTS: raises or lowers MEK5 binding to the human MEKK3 PB1 domain. bead-based flow cytometry, Alexa488-MEK5 binding to MEKK3; actives lie on both sides; 0 = blocked by unlabeled MEK5, 100 = vehicle. binding response (% of control), % at 10 µM. actives 1.4% (n = 290,000);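 active means binding response more than 3 SD above or below the average of its plate-row segment, actives on both sides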;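 further: Alexa488 bead fluorescence after subtracting the streptavidin-only scavenger bead signal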
PHOSPHO1 inh: blocks human PHOSPHO1 phosphatase activity; Q8TCT1; recombinant PHOSPHO1, absorbance phosphatase assay; inhibition, % at 13.3 µM; actives 1.1% (n = 290,000); AID 1565; in the data active means inhibition above about 60%
GalR3 antagonist: human GalR3 antagonism; O60755; HEK293 GalR3-CNG cAMP membrane potential fluorescence; galR3 body fused to GalR1 C-terminus; inhibition, % at 3 µM; actives 0.44% (n = 360,000);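 active means inhibition above the screen-wide average plus 3 SD, cut at about 13% in these data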;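 further: forskolin and galanin both at EC90 stimulate the cells; cAMP rise reported by CNG channel membrane potential dye signal; 0% = forskolin plus galanin with DMSO and 100% = forskolin alone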
CHRM4 PAM: CHRM4 positive allosteric modulation | activation, % at 3 µM | P08173 | actives 0.4% (n = 360,000) | CHO-K1 hM4/Gqi5, Fluo-8 calcium fluorescence, ACh EC20; 0% = ACh EC20, 100% = maximal ACh | AID 624126;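 active means activation above its plate's cutoff, the mean activation of sample wells plus 3 SD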; further: some results filed as inactive read as strong as hits
IDE cell inh: inhibits human insulin-degrading enzyme in HEK cells. actives 0.41% (n = 320,000). P14735. inhibition, % at 5.59 µM. FAbetaB cleavage, fluorescence polarization;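 active means percent inhibition above the average of all tested compounds plus 3 SD, set per screening campaign, cut at about 16% in these data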;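 further: IDE supplied by intact live HEK cells; FP after avidin binding of uncleaved biotin substrate so inhibition keeps polarization high; 0% = DMSO wells and 100% = 60 µM reference IDE inhibitor Ii1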
Target sequence (P14735 whole entry, looked up): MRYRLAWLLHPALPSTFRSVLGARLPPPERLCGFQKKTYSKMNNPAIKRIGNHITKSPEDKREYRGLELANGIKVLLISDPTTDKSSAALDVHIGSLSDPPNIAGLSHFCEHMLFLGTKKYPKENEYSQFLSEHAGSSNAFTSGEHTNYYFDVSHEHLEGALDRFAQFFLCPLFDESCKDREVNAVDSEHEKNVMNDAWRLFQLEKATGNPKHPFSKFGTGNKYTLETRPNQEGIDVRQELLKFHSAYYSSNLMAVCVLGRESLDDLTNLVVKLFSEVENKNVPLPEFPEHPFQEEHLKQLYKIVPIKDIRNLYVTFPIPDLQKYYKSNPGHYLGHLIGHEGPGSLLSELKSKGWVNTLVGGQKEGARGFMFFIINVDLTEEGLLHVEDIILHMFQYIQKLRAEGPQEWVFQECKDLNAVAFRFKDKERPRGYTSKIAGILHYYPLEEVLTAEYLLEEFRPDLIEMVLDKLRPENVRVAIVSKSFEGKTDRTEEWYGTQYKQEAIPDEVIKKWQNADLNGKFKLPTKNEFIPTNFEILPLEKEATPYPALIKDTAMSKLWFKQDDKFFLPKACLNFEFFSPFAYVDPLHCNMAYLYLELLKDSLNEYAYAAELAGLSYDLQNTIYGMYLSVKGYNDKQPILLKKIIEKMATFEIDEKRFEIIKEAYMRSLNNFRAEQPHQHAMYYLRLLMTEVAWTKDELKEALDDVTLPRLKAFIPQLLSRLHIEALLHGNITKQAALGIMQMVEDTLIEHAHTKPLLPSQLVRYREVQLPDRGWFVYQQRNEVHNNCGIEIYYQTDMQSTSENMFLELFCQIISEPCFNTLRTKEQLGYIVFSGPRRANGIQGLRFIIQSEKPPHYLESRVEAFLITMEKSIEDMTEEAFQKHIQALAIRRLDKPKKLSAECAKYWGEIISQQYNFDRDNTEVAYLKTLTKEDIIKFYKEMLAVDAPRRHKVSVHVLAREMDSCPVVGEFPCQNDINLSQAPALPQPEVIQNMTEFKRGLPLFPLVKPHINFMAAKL
CRFBP-R2 block: blocks CRF-induced signaling of the CRF-BP/CRF-R2 complex. HEK293 CRF-R2/CRF-BP, CRF-induced calcium fluorescence. actives 0.59% (n = 350,000). inhibition, % at 11.8 µM;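 active means inhibition of the ligand-induced calcium signal above about 50% at the single tested concentration, limit read from the data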
CRFBP-R2 agonist: agonists of human CRF-binding protein/CRF-R2 receptor complex | HEK293 CRF-R2/CRF-BP, calcium dye fluorescence (FLIPR); percent of saturating CRF peptide response | activation, % at 13.2 µM | actives 0.46% (n = 350,000);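 active means activation of at least 50%, plus an integration ratio under a set limit after plate pattern correction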;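 further: plate controls were neutral control wells without compound for no effect and CRF at EC100 for full effect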
IDE cell activ: activators of human insulin-degrading enzyme in cells | activation, % at 5.96 µM | actives 0.073% (n = 340,000) | HEK cells, FAbeta-B cleavage, fluorescence polarization; 0% vehicle, 100% cell-free pure enzyme wells | P14735;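 active means activation above the mean of all tested compounds plus 3 SD, set per screening campaign, cut at about 17% in these data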
Active calls of the source: *; nt = not tested or not shown; [ ] = remark or other dose. Outcome played no part in choosing rows; 4.2% or so of the library scored in one or more.

SMILES	p-CIP stab down	MEKK3 PB1 HTS	PHOSPHO1 inh	GalR3 antagonist	CHRM4 PAM	IDE cell inh	CRFBP-R2 block	CRFBP-R2 agonist	IDE cell activ
COc1ccc2c(-c3ccccc3)cc(SC(C)C(N)=O)nc2c1 (stereo unspecified)	5.8	100.0	1.8	-5.4	-1.6	6.8	-34.9	3.9	2.8
Cc1cccc(-n2c(C)cc(/C=N/n3cnnc3)c2C)c1	-14.4	107.0	17.3	-0.4	-6.5	0.9	3.4	-0.8	0.2
COc1cccc(/C=C2\SC(N3CCC(C)CC3)=NC2=O)c1OC	2.0	107.0	9.3	-10.6	-4.0	-5.3	0.3	-7.4	-1.9
C=CCOc1ccccc1NC(=O)CN1C(=O)CNC1=O	-15.6	102.0	26.9	-9.1	-4.7	-0.9	7.1	-1.3	0.7
O=C(NCC1CCCO1)c1cccc(NC(=O)c2ccc(Br)cc2)c1 (stereo unspecified)	-13.3	102.0	51.6	-3.1	-6.0	-1.5	-3.2	-0.4	-1.0
CC(C(=O)N1CCc2ccccc21)N1CCN(Cc2ccccc2)CC1 (stereo unspecified)	-9.6	107.0	15.3	-9.7	-6.1	-1.8	-1.4	9.6	1.0
CN=C1N(C)C[C@@H]2[C@@H]3C(=O)N(C)C(=O)[C@@H]3[C@](C)(C(=O)OC)N12	nt	nt	nt	-2.9	1.1	nt	-7.6	-2.8	-2.5
CCc1ccccc1NC(=O)COc1ccc2c(c1)OCO2	0.1	100.0	52.7	-3.5	-0.7	7.9	9.2	-0.4	5.1
C[C@H](NC(=O)Cc1cccc2ccccc12)C(=O)N1CCOCC1	nt	nt	nt	-1.2	-0.6	-5.3	5.3	0.4	3.4
COC(=O)[C@@]12CCCCN1[C@H](c1ccc(-c3ccc(C(C)=O)cc3)cc1)[C@@H]1C(=O)N(C)C(=O)[C@@H]12	nt	nt	nt	-4.0	-5.4	-0.1	-17.1	1.4	4.2
Cc1cccc(CSCc2nnc(N)s2)c1	7.8	86.0	36.3	3.5	18.1	0.7	-17.4	0.1	-4.8
Cc1ccc(C(=O)NCc2ccccn2)cc1S(=O)(=O)N1CCOCC1	nt	nt	nt	-4.3	5.0	-3.0	-12.8	0.3	2.5
CCn1c(N)c(Br)c(=O)[nH]c1=O	-2.3	105.0	-5.9	-5.0	-2.0	0.4	-3.1	0.2	6.6
COc1cc(Cl)c(C)cc1NC(=O)CSc1ccccc1	9.3	100.0	5.7	4.3	-8.4	-0.2	37.6	-0.1	2.5
Fc1ccc(Br)cc1C1C=C(c2ccc(Br)s2)Nc2ncnn21 (stereo unspecified)	-4.1	101.0	3.5	nt	2.7	16.0	1.4	28.6	-19.0
COC(=O)c1ccc(CSc2nnc(N)s2)o1	6.5	89.0	34.5	3.9	-2.3	-0.1	6.0	-0.7	7.0
CCN(CC)S(=O)(=O)c1ccc2oc(C(=O)NC(C)C)c(C)c2c1	-5.2	111.0	7.1	-5.4	-6.6	2.1	1.1	-3.9	5.8
Cc1cc(C)c2c(=O)[nH]c(SCC(=O)c3ccc(F)c(C)c3)nc2n1	-9.8	101.0	12.9	4.0	2.1	1.8	-4.0	2.2	1.2
O=c1c2ccccc2sn1-c1ccc(Cl)cc1Cl	nt	nt	nt	-7.2	-0.2	nt	19.4	24.4	nt
C=Cc1ncc(OC)c2c1[nH]c1ccccc12	nt	nt	nt	nt	4.1	0.9	13.1	0.3	-2.5
COc1ccc(-c2csc(CCn3nc(C)cc3C)n2)cc1OC	-4.7	88.0	19.2	-1.9	7.8	2.5	2.6	-0.9	4.8
O=C(Nc1ccc(N2CCOCC2)cc1)c1cc2c(s1)CCCC2	-3.8	97.0	24.7	-9.9	9.4	-5.4	-2.8	0.1	-2.4
CCN1/C(=C/c2ccc3cc(C)ccc3[n+]2CC)Sc2cc(C)c(C)cc21	-288.5	44.0*[inhibitor]	0.9	50.7*	-6.9	nt	-154.6	183.8*	-227.4
Cc1ccc(NC(=S)NCCN(C2CCCCC2)C2CCCC2)cc1C	-3.4	93.0	11.3	-5.2	-22.9	8.8	-7.1	-1.7	2.5
O=C(CCNC(=O)c1ccccc1)NN=Cc1ccc(Br)o1	nt	nt	nt	-5.2	5.5	2.1	10.7	-5.9	4.9
CN(CC(=O)Nc1ccc(Cl)cc1)C(=O)CCNC(=O)c1ccc(Cl)cc1	nt	nt	nt	-2.3	7.5	-1.1	-6.8	-1.7	4.8
O=C(Cn1nnc(-c2cc(C(F)(F)F)cc(C(F)(F)F)c2)n1)NNC(=S)Nc1ccc(Cl)cc1	-1.4	89.0	46.4	-5.5	-8.8	-0.1	-5.3	-0.1	10.4
COc1ccccc1CNC(=O)CN(CCc1ccccc1)S(C)(=O)=O	-6.7	101.0	-6.8	-5.3	0.8	-1.1	13.2	-1.9	4.3
Oc1ccccc1CNc1ccc(OC(F)(F)F)cc1	-2.6	103.0	31.1	-2.8	-8.9	2.3	-35.4	11.5	nt
COc1ccc2c(c1OC)C(=O)N1N=C(c3ccccc3)CC21 (stereo unspecified)	1.2	101.0	21.5	-1.8	-6.7	1.5	29.4	-2.9	6.9
O=C(OCc1ccccc1)c1ccc2c(c1)-c1ccccc1C2=O	-13.4	111.0	0.1	-5.2	-1.8	0.9	-11.4	-1.1	3.6
CC(C)n1c(/N=C/c2c[nH]c3ccccc23)nc2ccccc21	-2.9	94.0	22.9	-2.7	4.8	3.0	-25.4	-0.4	1.0
O=C1NCCOC(=O)[C@H](Cc2ccc(F)cc2)CC/C=C/C[C@H]1CC(=O)N(CCO)Cc1ccccc1	nt	nt	nt	-4.4	0.9	3.0	-6.7	-1.7	4.1
O=C(Cn1ccc([N+](=O)[O-])n1)N1CCCCC1	-1.4	89.0	32.2	4.1	-3.1	-0.3	-3.4	0.7	6.4
CCOc1ccc(-n2c(Cc3cc(=O)[nH]c(=O)[nH]3)nnc2SC(C)C(=O)OC)cc1 (stereo unspecified)	-3.8	nt	-15.4	-3.4	-1.3	-0.5	nt	nt	1.0
COc1cc(C(=O)N/N=C/c2coc3ccc(Cl)cc3c2=O)ccc1O	12.0	107.0	9.4	-2.6	-2.4	-3.6	1.6	1.7	-0.3
COc1cc(C2NC(C(=O)O)Cc3c2[nH]c2ccccc32)cc(OC)c1OC (stereo unspecified)	6.2	103.0	-19.9	-2.1	-6.1	-3.0	16.2	2.2	-1.1
COC(=O)c1cc(Br)ccc1-c1ccc(/C=N/n2nnnc2N)o1	2.2	101.0	24.2	-4.6	-3.5	-4.6	10.6	0.7	5.8
Cc1cccc(C(=O)NCC(=O)OCC(=O)NC2CCCCCCC2)c1	nt	nt	nt	-3.2	2.0	7.9	-2.8	-0.2	-4.1
COc1ccc(C(=O)NCCCSC)cc1OC1CCN(C(C)C)CC1	3.4	96.0	8.2	-8.5	-3.5	2.4	-9.2	5.2	0.0
CCC(=O)Nc1cccc(NC(=O)c2ccc3c(c2)OCCO3)c1	8.9	104.0	-2.2	-5.9	2.2	-4.9	-0.6	0.9	3.1
C=CCN1C(=O)/C(=C\c2ccc(OC(=O)c3ccco3)c(OC)c2)SC1=S	-7.7	104.0	-23.2	-5.3	-3.6	32.5*	-5.2	2.0	-77.2
O=c1[nH]c(CS(=O)(=O)c2ccccc2)nc2ccccc12	-7.2	110.0	-6.8	-1.2	9.8	5.0	8.1	0.4	2.4
CCOC(=O)Cc1csc(NC(=O)CCN2C(=O)c3ccccc3C2=O)n1	-2.3	108.0	-14.9	-2.6	21.0	-1.6	-15.7	0.7	8.3
COc1ccc(CN2CCN(S(=O)(=O)c3ccc(NC(C)=O)cc3)CC2)c(OC)c1OC	-1.2	98.0	7.6	-3.8	0.1	12.7	0.5	-0.5	-2.7
COc1ccc(CC(=O)NCC2CCCN(Cc3ccccc3Cl)C2)cc1 (stereo unspecified)	2.3	107.0	8.3	-6.5	-11.0	nt	7.2	-1.6	2.0
Cc1cc(SCC(=O)Nc2ncc(Cl)cc2Cl)nc2ccccc12	-6.1	108.0	-3.8	-12.3	-5.8	-1.4	16.2	0.2	1.5
COc1ccc(N2CCN(CCS(=O)(=O)c3cc(Cl)ccc3Cl)CC2)cc1	nt	nt	nt	-3.3	4.3	-1.4	4.9	0.4	-3.2
C/C(=N\NC(=O)CN1CCCCC1)c1cccc([N+](=O)[O-])c1	nt	nt	nt	2.3	-29.9	-2.9	-6.1	-1.8	-1.7
Cc1ccc(C)c(S(=O)(=O)N2CCN(C(=O)C(C)Sc3ccccc3)CC2)c1 (stereo unspecified)	-2.9	100.0	22.6	0.7	-2.3	-3.8	-9.7	0.1	2.7
Later entries.
SMILES	p-CIP stab down	MEKK3 PB1 HTS	PHOSPHO1 inh	GalR3 antagonist	CHRM4 PAM	IDE cell inh	CRFBP-R2 block	CRFBP-R2 agonist	IDE cell activ
Nc1nc(/C=C/c2cccnc2)nc(-c2ccccc2O)n1	-3.9	90.0	5.4	-4.8	-6.2	-5.3	-16.2	1.3	4.6
COc1cccc2c1OCC/C2=N\NC(=O)COc1ccccc1C	-2.1	96.0	-2.7	-5.7	23.3*	9.3	-31.0	6.7	4.8
COc1cc(/C=C(/C#N)c2ccccc2F)ccc1OCc1ccccc1	-3.2	104.0	-7.1	-3.2	-1.4	0.8	-9.1	-2.5	-5.8
CC(C)CCSc1ncnc2c1oc1nc3c(cc12)COC(C)(C)C3	0.4	97.0	20.4	-2.0	3.5	5.3	-22.8	7.0	-2.7
CCCCNC(=O)CNC(=O)c1cccs1	1.9	102.0	6.6	-0.8	-2.3	0.3	11.6	0.5	0.3
C=C1SC(=Nc2c(C)cccc2Cl)N(C(=O)c2sc3ccccc3c2Cl)C12CCCCC2	5.3	101.0	3.8	-9.5	-1.8	-3.3	-5.5	-1.4	-0.1
COCC(C)NC(=O)Cc1ccc(Cl)cc1 (stereo unspecified)	-11.4	104.0	36.8	-4.0	-0.1	3.4	1.4	-2.4	3.6
Cn1cccc1/C=N/N1CCN(c2ccccc2)CC1	1.3	93.0	37.3	-6.4	-0.3	4.2	-6.5	-0.9	1.4
CCCCCC(O)(c1ccc(OCC)cc1)C(CN1CCOCC1)c1ccccc1 (stereo unspecified)	-9.6	108.0	-19.5	-12.2	-4.9	4.6	-5.3	0.8	3.4
Nc1ccc2nc(-c3ccc(Cl)cc3)[nH]c2c1	-14.2	107.0	0.7	2.0	13.3	-0.4	1.7	-2.5	-2.8
CCOC(=O)C1(C)C(=O)CC2c3nc4ccccc4cc3CN2C1=O (stereo unspecified)	nt	nt	nt	-1.0	2.9	nt	1.3	-1.9	nt
CCOc1c(N2CCOCC2)c(=O)c1=O	-0.8	96.0	51.4	1.3	-3.7	2.8	14.6	-0.6	5.5
Cc1cccc(OCC(=O)Nc2ccccc2C(F)(F)F)c1	-15.7	102.0	0.2	0.4	11.8	2.2	-26.2	-1.6	-4.4
O=C(O)/C=C/C(=O)Nc1ccccc1SC(F)(F)C(F)(F)C(F)(F)F	-2.7	97.0	20.5	-8.1	-4.2	1.9	-5.2	1.7	-0.5
COC(=O)c1ccc2[nH]c3cccc(/C(=C/c4ccccc4)c4ccccc4)c3c2c1	5.4	101.0	-41.1	12.5	13.8	-2.2	-0.7	-0.1	1.5
